Screening results: PubChem, National Center for Advancing Translational Sciences (NCATS)
RGS4 inhibitor – blocks human RGS4-accelerated GTP hydrolysis | P49798 | Transcreener GDP fluorescence polarization, RGS4-accelerated GTP hydrolysis | Potency, µM (doses to about 114 µM), inactives show top-dose activity change, negative = inhibition, hits mostly inhibitors | 390,000 tested, 0.039% active | AID 504845; also: potency is read from the fitted curve at half-maximal effect; % is scaled to controls: 0 for no effect and ±100 for the full control effect; nearly all actives have a fitted effect of over 75% in size; some results filed as inactive show a strong effect at the top dose
Target sequence (P49798 whole entry, looked up): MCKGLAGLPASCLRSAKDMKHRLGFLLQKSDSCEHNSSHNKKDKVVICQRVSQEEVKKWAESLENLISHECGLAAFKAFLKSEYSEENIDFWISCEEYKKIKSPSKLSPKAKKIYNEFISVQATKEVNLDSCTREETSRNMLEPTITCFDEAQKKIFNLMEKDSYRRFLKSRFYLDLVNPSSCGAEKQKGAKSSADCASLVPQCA
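MLSMR compounds (23 nl, pin-transferred) preincubated 10 min at room temperature with a 500nM (2x) first reagent, then RGS4 at 900nM (2x) plus Transcreener GDP mix added; fluorescence polarization (620/688 nm) read before and after 90 min at 30 °C.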
ALOX12 inh – ALOX12 (human) lipoxygenase inhibition; P18054; purified 12hLO, xylenol orange hydroperoxide absorbance; Potency, µM (highest dose often 108 µM), for the others: top-dose activity change, negative = inhibition, most hits filed as inhibitors; 580,000 tested, 1.1% active; AID 1671190; also: potency is read from the fitted curve at half-maximal effect; % is scaled to controls: 0 for no effect and ±100 for the full control effect
Target sequence (P18054 whole entry, looked up): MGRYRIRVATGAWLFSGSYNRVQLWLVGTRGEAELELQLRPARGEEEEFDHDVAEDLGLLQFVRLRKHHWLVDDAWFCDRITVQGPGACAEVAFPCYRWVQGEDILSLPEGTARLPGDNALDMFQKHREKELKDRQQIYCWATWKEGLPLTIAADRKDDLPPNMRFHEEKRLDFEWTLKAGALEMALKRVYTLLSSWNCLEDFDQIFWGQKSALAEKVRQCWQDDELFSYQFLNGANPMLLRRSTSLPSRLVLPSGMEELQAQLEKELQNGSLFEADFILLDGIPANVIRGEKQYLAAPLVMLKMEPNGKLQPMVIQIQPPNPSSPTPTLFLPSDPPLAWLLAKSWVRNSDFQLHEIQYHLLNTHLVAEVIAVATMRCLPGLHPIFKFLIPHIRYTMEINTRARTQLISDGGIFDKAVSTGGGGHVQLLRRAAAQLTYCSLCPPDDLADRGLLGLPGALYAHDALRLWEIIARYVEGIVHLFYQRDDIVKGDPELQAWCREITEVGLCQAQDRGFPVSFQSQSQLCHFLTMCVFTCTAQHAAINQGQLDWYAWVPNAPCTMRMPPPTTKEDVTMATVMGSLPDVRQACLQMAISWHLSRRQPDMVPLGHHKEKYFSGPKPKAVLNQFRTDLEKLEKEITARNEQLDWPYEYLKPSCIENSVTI
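Purified human 12hLO (150 nM final) in 25 mM Hepes, 0.01% Triton X-100, pH 7.0 was preincubated 15 min at room temperature with compound. Then 40 uM arachidonic acid was added, 30 min. Hydroperoxide was read by Fe-XO absorbance ratio 573/405 nm.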
BAZ2B inh – inhibitors of human BAZ2B bromodomain. Q9UIF8. AlphaScreen BAZ2B-H3K14Ac peptide displacement. Potency, µM (series often up to 114 µM), without a hit: top-dose activity change, negative = inhibition, usual class: inhibitors. 360,000 tested, 4.4% active. AID 504333; also: potency is read from the fitted curve at half-maximal effect; % is scaled to controls: 0 for no effect and ±100 for the full control effect; nearly all actives have a fitted effect of over 60% in size
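AlphaScreen displacement: compounds (up to 110uM) incubated 30 min at room temperature with a preformed 50 nM BAZ2B/50 nM biotinylated H3K14Ac peptide complex in PBS pH 7.4 with Tween-20. Donor and acceptor beads at 10 ug/mL final added, 20 min light-protected before reading.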
HP1b binding inh – blocks HP1-beta chromodomain binding to methylated histone tails | AlphaScreen HP1-beta / biotin-H3K9me3 peptide binding | Potency, µM (top dose mostly 114 µM), inactives show at the highest dose activity change, negative = inhibition, usual class: inhibitors | 390,000 tested, 0.56% active; also: potency is read from the fitted curve at half-maximal effect; nearly all actives have a fitted effect of over 70% in size; inactives centre near 23
Target sequence (P83916 whole entry, looked up): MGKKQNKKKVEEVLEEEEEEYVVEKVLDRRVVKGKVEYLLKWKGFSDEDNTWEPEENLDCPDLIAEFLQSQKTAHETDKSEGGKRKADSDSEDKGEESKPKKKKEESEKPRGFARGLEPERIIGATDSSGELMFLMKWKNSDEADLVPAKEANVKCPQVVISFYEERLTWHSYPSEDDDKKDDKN
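AlphaScreen: HP1-beta (50 nM) preformed 30 min with biotin-H3(1-18)K9me3 peptide (50 nM) in PBS pH 7.4, 0.01% Tween-20. Compound added for 30 min at RT, then streptavidin donor/nickel chelate acceptor beads (10 ug/mL) for 30 min.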
JMJD2A Tudor – inhibitors of human JMJD2A Tudor domain. O75164. AlphaScreen JMJD2A-Tudor / H3K4me3 peptide binding. Potency, µM (series often up to 114 µM), inactives show top-dose activity change, negative = inhibition, usual class: inhibitors. 390,000 tested, 4.4% active. AID 504339; also: potency is read from the fitted curve at half-maximal effect; % is scaled to controls: 0 for no effect and ±100 for the full control effect; nearly all actives have a fitted effect of over 50% in size
PI4K2A block – PI4K2A (human) kinase inhibition | Q9BTU6 | purified PI4K2A, ADP-Glo luminescence, 1 h; active compounds read low | activity change, negative = inhibition, % at 76.9 µM | 420,000 tested, 0.13% active | AID 1346378; in the data active = activity change below about -50%; inconclusive = mostly about -30% to -49%;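 also: -100% = wells without enzyme as full effect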
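Compounds are screened against recombinant PI4K2A using PI as substrate and ATP, the latter dispensed at 300 microM. Reactions run one hour at ambient temperature before ADP-Glo detection; full inhibition defined by wells lacking enzyme.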
GLS inhibitor – inhibitors of human glutaminase (GLS); O94925; GLS enzymatic activity, qHTS titration; Potency, µM (titrated, usually from 45.5 µM), inactives show top-dose activity change, negative = inhibition, usual class: inhibitors; 410,000 tested, 0.21% active; AID 624170; also: potency is read from the fitted curve at half-maximal effect; % is scaled to controls: 0 for no effect and ±100 for the full control effect
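Assay buffer: 45 mM KH2PO4 pH 8.2, 0.02% Tween-20. hKGA acts on L-glutamine (1 mM solution added); product glutamate is reported by an oxidase/peroxidase Amplex Red coupling, with fluorescence taken at baseline and 30 min.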
G9a block – inhibitors of human histone lysine methyltransferase G9a; Q96KQ7; Potency, µM (doses to about 102 µM), inactives show at the highest dose activity, negative = inhibition, hits mostly inhibitors; 350,000 tested, 8.8% active; G9a H3K9 monomethylation, AlphaScreen, 2 h; also: potency is read from the fitted curve at half-maximal effect; % is scaled to controls: 0 for no effect and ±100 for the full control effect; nearly all actives have a fitted effect of over 75% in size
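Using a bead-based AlphaScreen, monomethylated H3K9 product from 2 h room-temperature reactions (G9a 20 nM, peptide 500 nM, SAM 20 uM) was detected with 0.5 ug/mL rabbit anti-H3K9me1 antibody.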
ERG-DNA inh – blocks human ERG Ets domain binding to DNA; fluorescence polarization, His-ERG Ets domain / labelled DNA; Potency, µM (series often up to 76.9 µM), for the others: top-dose FP activity, negative = inhibition, hits mostly inhibitors; 370,000 tested, 0.028% active; AID 624246; active = well fitted inhibition curve with a large enough effect in the polarisation, with a control signal flat; inconclusive = small, poorly fitted or top-dose-only effect, or effect the other way, or a change in a side signal; inactive = no such curve, though single readings can be large or run the other way; the % refers to the polarisation;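 also: polarization taken with two DNA probes labelled with fluorescein and Texas red; potency is read from the fitted curve at half-maximal effect; % of control where 0% means no effect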
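His-tagged ERG Ets domain (1 uM in the protein solution; 300mM KCl, 50mM Tris-HCl, 1mM EDTA, 1mM DTT, pH 7.5) received compound, then a probe mix of 5 nM fluorescein-DNA and 100nM Texas-615-DNA. Fluorescence polarization was read for both dyes.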
The depositor's hits bear a star; ? = inconclusive; · = no result given; & = joins results of further samples; [ ] = remark or other dose. Unless noted, calls follow the shape of the dose curve; as a rule, active = well fitted curve in the direction sought with a large enough effect; inconclusive = small, poorly fitted or top-dose-only effect, or another doubt; inactive = no such curve, though single readings can be large; an effect the other way counts as inactive or inconclusive. Not all compounds are listed (hit frequency here may not be typical).

RGS4 inhibitor	ALOX12 inh	BAZ2B inh	HP1b binding inh	JMJD2A Tudor	PI4K2A block	GLS inhibitor	G9a block	ERG-DNA inh	smiles
4%	?	-11%	30%	-19%	8	-3%	?	3%	Oc1ccc(Cl)cc1C1=NNC(c2ccc(Cl)cc2)C1 (stereo not drawn)
15%	-11%	-4%	16%	?	-4	8%	-1%[59 µM]	1%	O=S(=O)(Nc1cccnc1)c1ccc(Cl)c(C(F)(F)F)c1
4%	?	-2%	11%	-11%	-10	-5%	2%[59 µM]	18%	Cn1cccc1/C=C1\SC(=O)N(c2ccc(O)cc2)C1=O
-7%	6%	-37%	28%	-27%	0	-3%	-12%	3%	Cc1cc(Cl)cc(C)c1OCCn1ccnc1
18%	-5%	-7%	36%	-7%	-8	-12%	·	-4%	CCOC(=O)C1CCCN(C(=O)c2ccccc2[N+](=O)[O-])C1 (stereo not drawn)
-11%	-20%	-26%	45%[activator]	-4%	-1	-4%	4%	-2%	Cc1cc(C(=O)Nc2ccc3ccccc3c2)c(C)o1
-20%	21%	-24%	13%	5%	5	-4%	-2%	1%	CCOc1cc(C(=O)NC2=NCCS2)cc(OCC)c1OCC
-2%	?	-26%	17%	-20%	-2	-6%	1%	1%	CC(C)(C)C(=O)CN1C(=O)C2(OCCO2)c2ccccc21
-7%	-2%	-14%	15%	-11%	-1	-7%	?	-7%	COc1ccccc1/C=C/C=N/n1c(C)nnc1C
6%	0%	-4%	11%	-3%	2	-2%	·	-5%	Cc1c(C)c(C)c(CN2CCCC2)c(C)c1C
-18%	-10%	-2%	27%	-15%	4	10%	2%	-2%	CC[C@H](C)[C@H](NC(N)=O)C(=O)NCCc1ccc(Cl)cc1Cl
-21%	?	?	2%	-9%	-1	2%	?	5%	CCN(CC(=O)NCc1cccs1)C(=O)c1ccc(-c2cccc(C(F)(F)F)c2)o1
11%	-5%	4%	28%	-8%	-1	-6%	56µM*	?	CCCCN(C(=O)Cc1ccc(S(=O)(=O)N2CCOCC2)s1)c1c(N)n(CCCC)c(=O)[nH]c1=O
2%	236%[activator][57.4 µM]	8%	50%[activator]	-17%	-5	-2%	9%	-6%	Cc1cc(C(=O)N/N=C\c2ccc(COc3ccc([N+](=O)[O-])cc3)o2)ccc1[N+](=O)[O-]
-16%	3%	-1%	44%[activator]	-16%	-3	4%	·	-5%	CN(C)S(=O)(=O)c1ccccc1N=C=S
11%[56.9 µM]	-16%	0%	38%	?	-2	-7%	2.2µM*	-4%	CCn1c(-c2nn(C)c(C)c2Cl)n[nH]c1=S
22%	-15%	13%	-9%	-31%	0	2%	·	1%	Cc1nnc(SCC(=O)c2cc(C)n(C3CC3)c2C)s1
5%	?	33%[activator]	111%[activator]	42%[activator]	2	15%	108%[activator]	12%	CC(=O)C1=NN(c2ccccc2)C(c2ccc3c(c2)OCO3)N1c1ccccc1 (stereo not drawn)
-2%	-21%	?	12%	-19%	-27	-18%	-2%[59 µM]	3%	Cc1nn2cc(-c3ccc(OC(C)C)cc3)nc2s1
-7%	0%	20%	13%	-2%	0	11%	65%[activator][59 µM]	-1%	COc1ccc(C(=O)Nc2ccc(NS(=O)(=O)c3ccccc3)cc2)cc1OC

Next part.
RGS4 inhibitor	ALOX12 inh	BAZ2B inh	HP1b binding inh	JMJD2A Tudor	PI4K2A block	GLS inhibitor	G9a block	ERG-DNA inh	smiles
-7%	22%	6%	25%	-1%	4	2%	18%[12.7 µM]	-3%	CC(C)C(C)NC(=O)CSc1ccc(S(=O)(=O)N2CCOCC2)cn1 (stereo not drawn)
5%	-5%	2%	37%	-3%	4	0%	5%	9%	CCOC(=O)c1cnc2c(CC)cccc2c1NCCN1CCOCC1
28%	0%	?	34%	-19%	2	6%	7%[12.7 µM]	?	Cc1nc(CC(=O)Nc2nc(C(C)(C)C)cs2)cs1
-11%	0%	-18%	21%	-22%	4	0%	·	20%	O=C(CCOc1ccccc1)Nc1ccnn1C1CCN(Cc2ccc(CO)o2)CC1
3%	-34%	?	15%	-22%	-2	6%	22%[12.7 µM]	-4%	N#Cc1c(N2CCCCC2)nc(N2CCCCC2)c2c1CCN(Cc1ccccc1)C2
-9%	0%	-21%	26%	-9%	-2	-8%	?	3%	Cc1onc(-c2c(Cl)cccc2Cl)c1C(=O)Nc1nc(C(C)(C)C)cs1
-7%	-4%	11%	16%	-19%	1	-6%	21%[59 µM]	-2%	COc1ccc(S(=O)(=O)Nc2ccc(N(C)C(C)=O)cc2)cc1
-1%	18%	-20%	46%[activator]	-11%	-9	7%	-25%[59 µM]	0%	CCOCCCN1C(=O)CN(C2CCCCCC2)C(=O)C1c1ccc(OC(C)C)c(OC)c1 (stereo not drawn)
17%	-11%	-4%	30%	-16%	1	-4%	-42%[59 µM]	6%	CCOC(=O)c1c(-c2ccccc2)oc2ccc(NS(=O)(=O)c3ccc(C)cc3)cc12
-22%	?	20%	14%	-2%	-8	8%	4%[59 µM]	8%	Cc1nc(=O)c(-c2ccccc2)c(C)n1CC1CCCO1 (stereo not drawn)
-11%	-27%	2%	28%	-15%	2	-16%	5%[59 µM]	-13%	O=C(CN1CCC(c2nc3ccccc3s2)CC1)NCc1ccccc1
-23%	-24%	61%[activator]	85%[activator]	25%	-1	-1%	2%[59 µM]	-1%	Cc1ccc(CNC(=O)COc2ccccc2-c2ccccc2)cc1
35%	-25%	?	19%	?	-5	3%	·	4%	CSc1ccc(CCNC(=O)C2CCCN(c3ncnc4c3nc3n4CCCCC3)C2)cc1 (stereo not drawn)
-17%	-4%	-4%	16%	-3%	-2	-2%	-5%	-5%	NS(=O)(=O)c1ccc(-c2ccc(/C=N/NC(=O)c3ccc([N+](=O)[O-])cc3)o2)cc1
17%	-5%	2%	16%	-5%	-3	-4%	11%	9%	COCCN(C(=O)CCC(=O)Nc1cc(C)on1)C(C(=O)NC1CCCC1)c1ccccc1F (stereo not drawn)
2%	-8%	?	1%	-3%	6	-2%	-43%	-4%	CCCCn1c(N)c(N(CC(C)C)C(=O)c2cc(=O)[nH]c3ccccc23)c(=O)[nH]c1=O
-15%	-6%	1%	33%	-6%	-2	-20%	0%[59 µM]	6%	COc1cccc(NC(=O)Cn2c(=O)n(Cc3ccc(C(=O)NCc4ccc5c(c4)OCO5)cc3)c(=O)c3ccccc32)c1
-6%	-19%	2%	29%[57 µM]	1%	1	1%	22%	6%	COc1ccccc1Oc1ccc(NC(=O)c2ccccc2)cc1
19%&30%	1%&-10%	-3%&-11%	22%&31%	-13%&17%	-2&6	6%	-2%[59 µM]	7%&-1%	COc1ccc(C(=O)NC2(C(F)(F)F)C(=O)Nc3c2c(=O)[nH]c(=O)n3CCc2ccc(OC)c(OC)c2)cc1 (stereo not drawn)
-25%	-28%	?	-19%	?	-27	-5%	?	-5%	CCOc1ccc(-c2ccc(/C=C3/C(=N)N4C(C)=CSC4=NC3=O)o2)c([N+](=O)[O-])c1

Taken from the entries so far (three entries):
RGS4 inhibitor	ALOX12 inh	BAZ2B inh	HP1b binding inh	JMJD2A Tudor	PI4K2A block	GLS inhibitor	G9a block	ERG-DNA inh	smiles
-6%	-19%	2%	29%[57 µM]	1%	1	1%	22%	6%	COc1ccccc1Oc1ccc(NC(=O)c2ccccc2)cc1
19%&30%	1%&-10%	-3%&-11%	22%&31%	-13%&17%	-2&6	6%	-2%[59 µM]	7%&-1%	COc1ccc(C(=O)NC2(C(F)(F)F)C(=O)Nc3c2c(=O)[nH]c(=O)n3CCc2ccc(OC)c(OC)c2)cc1 (stereo not drawn)
-25%	-28%	?	-19%	?	-27	-5%	?	-5%	CCOc1ccc(-c2ccc(/C=C3/C(=N)N4C(C)=CSC4=NC3=O)o2)c([N+](=O)[O-])c1

New compounds follow:
RGS4 inhibitor	ALOX12 inh	BAZ2B inh	HP1b binding inh	JMJD2A Tudor	PI4K2A block	GLS inhibitor	G9a block	ERG-DNA inh	smiles
-13%	5%	-5%	13%	-7%	-3	3%	16%[0.501 µM]	4%	O=C(NCCC1CCCCN1S(=O)(=O)c1ccc(F)cc1)C(=O)NC1CC1 (stereo not drawn)
?	0%	-8%	10%	40µM*	-5	-7%	25µM*	-2%	CCOc1ccc2c(c1)nc(SCC(=O)c1cccs1)n2C
7%	-3%	-8%	35%	-5%	-2	-19%	?	-3%	O=C(CSc1nc2c(c(=O)[nH]1)CCC2)Nc1cccc(Cl)c1
-19%	·	50µM*	-33%	32µM*	-20	-21%	5%[12.7 µM]	-3%	Cc1ccnc(NS(=O)(=O)c2ccc(NC(=O)Cc3cccs3)cc2)n1
20%	1%	9%	9%	-2%	6	39%[activator]	13µM*	8%	O=C(O)c1cc(NCc2c(F)cccc2Cl)ccc1N1CCOCC1
1%	-2%	-7%	18%	-15%	0	-3%	21%[0.0925 µM]	-10%	O=C(CNC(=O)C12CC3CC(CC(C3)C1)C2)OCc1cc(=O)n2cc(Br)ccc2n1
